Screening results from PubChem.
MmCpn inh – inhibitors of Methanococcus maripaludis chaperonin (MmCpn); purified Mm-Cpn ATPase, ADP Transcreener TR-FRET; Potency, µM (highest dose often 76.9 µM), inactives show top-dose activity, negative = inhibition, most hits filed as inhibitors; actives 0.031% (n = 330,000); AID 504842; also: potency is read from the fitted curve at half-maximal effect; % is scaled to controls: 0 for no effect and ±100 for the full control effect; nearly all actives have a fitted effect of over 80% in size
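ATPase read-out: TR-FRET ADP immunoassay (anti-ADP Eu cryptate vs ADP-d2), ex 320 nm, em 590/665 nm; signal drops as ADP forms. Enzyme 25 nM, ATP 10 uM, 30 min at 37°C after 10 min compound preincubation.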
Nrf2 ARE act – activates Nrf2 signaling; AREc32 ARE-luciferase reporter (MCF7-derived line), luminescence, 24 h; actives 0.31% (n = 410,000); AID 624171; Potency, µM (titrated, usually from 46.1 µM), without a hit: at the highest dose activation, actives largely listed as activators; also: potency is read from the fitted curve at half-maximal effect; % of control where 0% means no effect; nearly all actives have a fitted effect of over 65% in size
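Luminescent ARE reporter assay in AREc32_Fluc cells: overnight plating at 37 deg C, 24 hr compound incubation, Steady-Glo added, 30 min RT before reading.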
TGFb SMAD3 inh – TGF-b pathway inhibition; HepG2 CAGA-GFP TGF-b/SMAD3 reporter, GFP fluorescence, 18 h; TGF-beta stimulated, 500 pg/mL final; Potency, µM (doses to about 46.1 µM), for inactives: at the top dose activity, negative = inhibition, actives largely listed as inhibitors; actives 1.2% (n = 410,000); AID 588855; also: potency is read from the fitted curve at half-maximal effect; % is scaled to controls: 0 for no effect and ±100 for the full control effect; nearly all actives have a fitted effect of over 65% in size
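Inhibition of TGF-beta-driven CAGA-GFP reporter expression in HEPG2 cells is measured by cellular GFP fluorescence after 18 h stimulation with 500 pg/mL recombinant TGF-beta in 1% FBS medium at 37 degrees C.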
Akt phos inh – Akt phosphorylation inhibition | actives 0.32% (n = 360,000) | Neuro2A IGF-stimulated pAkt S473 HTRF, 20 min; hits give low values | activity change, % for hits at 50 µM | AID 651550; in the data active = activity change below about -80%; inconclusive = mostly about -51% to -80%; also: % is scaled to controls: 0 for no effect and ±100 for the full control effect
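Neuro2A cells (4,500/well, DMEM with 0.5% FBS) were treated with compound at a single 50 µM final concentration, stimulated with 6 nM IGF for 20 min at 37 °C, and lysed. Phospho-Akt Ser473 was read by HTRF as 665/615 ratio ×10^4.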
CCT chaperon mod – changes cytosolic chaperonin activity; actives 0.3% (n = 360,000); purified chaperonin ATPase assay, HTRF ADP detection, 30 min; AID 651819; activity change, % (concentration not given with the values), hits read low; in the data active = activity change below about -30%; also: % is scaled to controls: 0 for no effect and ±100 for the full control effect
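TRiC (40 or 20 nM final, by batch activity) in 30 mM Tris pH 7.4, 100 mM KCl, 5 mM MgCl2, 1 mM DTT was treated with compound at 76 uM single dose, then 10 uM ATP, 30 min at 37 °C. ADP was read by HTRF Transcreener.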
Nrf2 inh – Nrf2 pathway inhibition; A549 ARE-Fluc reporter, luciferase luminescence, 18-24 h; Potency, µM (top dose mostly 46 µM), inactives show at the highest dose activity change, negative = inhibition, most hits filed as inhibitors; actives 2.1% (n = 360,000); AID 504444; also: potency is read from the fitted curve at half-maximal effect; % is scaled to controls: 0 for no effect and ±100 for the full control effect; nearly all actives have a fitted effect of over 60% in size
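A549 ARE_Fluc cells, 5000/well, 5% FBS OPTI-MEM; compounds in dose-response, 18-24 h at 37 °C/5% CO2; CellTiter-Fluor viability read (Ex 405/Em 525), then BugLite luciferase luminescence = Nrf2 activity.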
HepG2 tox – counter-screen for TGF-b inhibitors: cytotoxicity in HepG2 cells. HepG2 CAGA-GFP viability, ATP luminescence, 18 h. Potency, µM (top dose mostly 46.1 µM), inactives show at the top dose activity change, negative = cytotoxicity, usual class: cytotoxic. actives 0.76% (n = 410,000). AID 588856; also: potency is read from the fitted curve at half-maximal effect; some results filed as inactive show a strong effect at the top dose
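HepG2 CAGA-GFP cells (1000/well, DMEM with 1% FBS) received compound, then TGF-beta at 500 pg/mL final, and were incubated 18 hours at 37 degrees C. Viability was read by CellTiter-Glo luminescence. Media-only wells were set as complete cell-killing and DMSO as no toxicity.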
A549 viability – kills or reduces viability of A549 cells in Nrf2 counter-screen. actives 0.16% (n = 390,000). Potency, µM (top dose mostly 46 µM), for the others: at the highest dose activity change, negative = cytotoxicity, hits mostly inhibitors. A549 ARE-Fluc cells, CellTiter-Fluor viability, 18-24 h; also: potency is read from the fitted curve at half-maximal effect; % is scaled to controls: 0 for no effect and ±100 for the full control effect
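A549 ARE_Fluc cells in 5% FBS OPTI-MEM were exposed to compounds in concentration-response for 18-24 h at 37 deg C. Viability was read by CellTiter-Fluor fluorescence (Ex 405/Em 525) after 30 min, before the luciferase read.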
Abeta rescue – compounds reversing amyloid beta toxicity in yeast | yeast expressing A-beta42, growth rescue, OD600, 48 h; response scale: 0% DMSO, 100% iron-clioquinol control | Potency, µM (highest dose often 46.1 µM), for inactives: top-dose growth rescue, most hits filed as activators | AID 1347071 | actives 0.063% (n = 410,000); also: potency is read from the fitted curve at half-maximal effect; nearly all actives have a fitted effect of over 55% in size
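Yeast A-beta toxicity model in growth medium with pinned compounds, 48 h at 30 C; growth read as absorbance at 600 nm. Normalized to FeCl3/clioquinol equimolar mix (positive) and DMSO (negative).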
Starred values were filed as active, the others as inactive; i = inactive; ? = inconclusive; · = not tested or not shown; & = joins results of further samples; [ ] = another dose, or the depositor's remark. Unless noted, calls follow the shape of the dose curve; as a rule, active = well fitted curve in the direction sought with a large enough effect; inconclusive = small, poorly fitted or top-dose-only effect, or another doubt; inactive = no such curve, though single readings can be large; an effect the other way counts as inactive or inconclusive.

Every second line gives: MmCpn inh	Nrf2 ARE act	TGFb SMAD3 inh	Akt phos inh	CCT chaperon mod	Nrf2 inh	HepG2 tox	A549 viability	Abeta rescue
CCOc1cc(-c2ccc(OC(=O)c3ccc(Cl)cc3)c(OC)c2)cc(=O)c2c(C)oc(C)c12
→ ·	3.8%	0%	·	·	-9%	-1%	-9%	-15%
CCCc1cc(=O)oc2cc(C)cc(OCC(=O)N[C@@H](CSCc3ccccc3)C(=O)O)c12
→ 0%	0.1%	8%	i	1.7	4%	3%	0%	-3%
c1ccc(-c2nnc(-c3c[nH]c4ccccc34)nc2-c2ccccc2)cc1
→ 0%	0.1%	?	i	-0.7	?	9%	-16%	-1%
COc1ccc(C(O)c2nc(-c3cccc(C(C)C)c3)cs2)cc1 (centres undefined)
→ ·	1.3%	?	i	-0.4	·	-62%	·	15%
Cc1ccc(NC(=O)c2ccc(S(=O)(=O)N3CC(C)CC(C)C3)cc2)cc1S(=O)(=O)N1CCOCC1 (centres undefined)
→ ·	-0.7%	?	i	0.3	?	2%	-12%	-5%
COc1ccc(CCNC(=O)CCc2ccc(S(=O)(=O)NCC(C)C)cc2)cc1
→ 0%	-0.3%	17%	i	-0.3	-1%	27%	-2%	-10%
CC(C)[N+]1(C)[C@@H]2CC[C@H]1CC(OC(=O)C(CO)c1ccccc1)C2 (some centres undefined)
→ 1%[15.4 µM]	0.3%&0.2%&-0.1%	19%&26%&2%	i	-0.3&-1.7&0.0	2%&7%&0%	9%&-20%&10%	-11%&-4%&-8%	-15%&-23%&9%
COC(=O)C1(Cc2cc(-c3ccc(OC)cc3OC)no2)CCN(C(=O)OC(C)(C)C)CC1
→ 1%	1.1%	?	i	-1.3	?	-4%	-4%	0%
O=C(Cn1c(CO)nc2ccccc21)NCc1ccc2c(c1)OCO2
→ 3%	0.5%	9%	i	-0.5	-11%	22%	-21%	-15%
COc1ccc(C2CC(c3ccccc3)Nc3nc(NC(=O)c4ccco4)nn32)cc1 (centres undefined)
→ 1%	3.5%	10%	i	1.5	4%	-4%	-5%	12%
COc1cccc2c1OC1(C)CC2N(C(=O)c2ccco2)C(=S)N1c1ccc(F)cc1 (centres undefined)
→ -1%	0.1%	6%	i	-0.4	-27%	-27%	-16%	7%
CC(=O)Nc1c([N+](=O)[O-])cc2c3c(cccc13)CC2
→ ·	-0.1%	15%	i	0.4	·	-6%	·	1%
CCCNC(=O)C1(C)CCN1C(=O)Cc1ccc(C(C)C)cc1 (centres undefined)
→ ·	-0.9%	0%	i	0.8	·	-17%	·	14%
C/C(=N/Nc1nc(C)cc(-c2ccccc2)n1)c1ccco1
→ 2%	7.4%	?	i	-2.0	11%	-40%	-10%	7%
O=C(c1cccnc1)N(Cc1ccccc1)c1ccccc1
→ 2%	0.2%	22%	i	1.4	·	13%	9%	-29%
CCCCC1CCC(C(=O)OCC(=O)N(CCOC)c2c(N)n(Cc3ccccc3)c(=O)[nH]c2=O)CC1 (centres undefined)
→ 0%	-0.2%	-17%	i	-0.3	6%	-2%	-5%	-6%
Cc1cccc(/C=N/NC(=O)C2CCCNC2=O)c1 (centres undefined)
→ 0%	-1.0%	-12%	i	1.3	1%	0%	-5%	3%
O=C(NNC(=O)c1ccco1)c1ccccc1
→ 2%	-0.6%	10%	i	-0.4	11%	-3%	0%	-7%
CCOC(=O)c1nnsc1N
→ -1%	-0.2%	-21%	i	2.5	-5%	19%	1%	11%
COC(=O)c1nc2n(n1)C(c1ccc(OC)c(OC)c1)C(C(=O)OC1CCCCC1)=C(C)N2 (centres undefined)
→ 1%	0.1%	-3%	i	-2.8	-20%	-5%	-6%	2%
O=C(CCN1C(=O)c2ccccc2C1=O)NC(=S)Nc1cccc(Cl)c1
→ 1%	1.5%	-5%	i	-5.3	-23%	-12%	3%	18%
CCCC1Cc2nc(Cl)c(C#N)cc2CO1 (centres undefined)
→ 0%	0.3%	7%	i	-4.9	4%	18%	-2%	4%
CN1CCN(C2=C(Cl)C(=O)N(CCc3ccccc3)C2=O)CC1
→ 0%	27%	0%	i	1.3	?	-30%	1%	-4%
O=c1cc(CSc2ccccc2)[nH]c(=S)[nH]1
→ 1%	-0.7%	3%	i	-0.5	-9%	4%	0%	10%
COc1ccc(-c2cc(=O)oc3cc(OC(C)C(=O)NCC4CCC(C(=O)O)CC4)ccc23)cc1 (centres undefined)
→ -3%	0.1%	15%	i	1.2	5%	-18%	0%	-17%
CCCCNC(=S)NNC(=O)CCn1cc(C)cn1
→ 0%	-0.1%	4%	i	-0.4	3%	9%	6%	19%
COc1ccc(-c2cn(Cc3ccc(C(N)=O)cc3)c(-c3ccncc3)n2)cc1
→ 0%	5.4%	-4%	i	-3.7	?	-44%	13%	-23%
CC(=O)Nc1ccc(NC(=O)CSc2nnc(N)n2-c2ccccc2)cc1
→ ·	0.6%	1%	i	-0.5	20%	1%	7%	-9%
COc1cccc(NC(=O)CN(c2cccc(F)c2)S(C)(=O)=O)c1
→ 3%	0.1%	-27%	i	-1.6	4%	1%	2%	1%
Cc1ccc([N+](=O)[O-])cc1NC(=O)Cc1ccc(F)cc1
→ 1%	0.6%	-7%	i	-4.4	3%	-65%	6%	7%
COC(=O)c1ccccc1NC(=O)CN1CCCCC1
→ 1%	1.6%	?	i	1.1	1%	-1%	-2%	1%
C/C(=N\NS(=O)(=O)c1ccc(C)cc1)c1ccc(C)o1
→ 0%	0.0%	7%	i	0.3	-5%	-2%	14%	7%
Cc1nn(Cc2c(F)c(F)c(F)c(F)c2F)c(C)c1NC(=O)c1ccc(COc2ccccc2Cl)o1
→ -1%	-0.6%	?	i	1.2	?	0%	-5%	?
CN1CCN(C2CN(Cc3ccc(F)cc3)S(=O)(=O)C2)CC1 (centres undefined)
→ ·	0.3%	-2%	i	0.6	·	4%	·	-9%
CCc1ccc(-c2cc(C)no2)cc1S(=O)(=O)N1CCN(c2cccc(C)c2C)CC1
→ -4%	0.3%	-2%	i	-4.8	?	-13%	0%	17%
CC1(C)CC[C@]2(CO)CC[C@]3(C)C(=CCC4[C@@]5(C)CC[C@H](O)[C@@](C)(CO)C5CC[C@]43C)[C@@H]2C1 (some centres undefined)
→ -2%	0.0%	-9%	i	-0.8	?	-18%	-3%	0%
COCCn1c(SCc2cnc(-c3ccccc3)s2)nnc1-c1ccncc1
→ -7%	5.3%	-2%	i	-0.4	-28%	-40%	-8%	-1%
COc1ccc(-c2ccc(SCC(=O)Nc3cccc(C(C)=O)c3)nn2)cc1OC
→ -1%	4.6%	-2%	i	2.6	?	3%	-7%	-1%
NS(=O)(=O)c1ccc(CCNCC(=O)N2CCC(Cc3ccccc3)CC2)cc1
→ -5%	0.1%	?	i	-0.7	?	-3%	-29%	?
CCn1nc(C)cc1C(=O)N1CCCC(C(=O)c2ccc(Oc3ccccc3)cc2)C1 (centres undefined)
→ -1%	-0.3%	-41%	i	-1.8	?	-33%	-1%	27%
Cc1n[nH]c(C)c1S(=O)(=O)Nc1ccc2c(c1)OCCO2
→ 0%	-0.6%	-2%	i	-1.0	·	12%	-1%	-7%[9.22 µM]
CCC(Oc1ccccc1)C(=O)Nc1ccccc1C(=O)N1CCOCC1 (centres undefined)
→ -2%	-0.4%	6%	i	-5.1	-7%	-5%	-4%	8%
COC(=O)[C@@]1(Cc2ccc(F)cc2)[C@H]2c3cc(C(=O)N(C)C)n(CCO)c3C[C@H]2CN1C(=O)c1ccccc1
→ ·	-0.6%	·	i	-3.7	·	·	·	9%
CCOCCCNC(=O)CC1Oc2ccc(C)cc2NC1=O (centres undefined)
→ 0%	-1.6%	-1%	i	0.5	-13%	-103%	-11%	-13%
Cc1ccnc(NC(=O)CCCOc2cc(=O)n(C)c3ccccc23)c1
→ 0%	0.0%&-2.2%	2.2µM*	i	2.1&0.4	4.1µM*	-1%&-4%	?	-23%&4%

Quoted at random: 6 entries already listed
Every second line gives: MmCpn inh	Nrf2 ARE act	TGFb SMAD3 inh	Akt phos inh	CCT chaperon mod	Nrf2 inh	HepG2 tox	A549 viability	Abeta rescue
O=C(CCN1C(=O)c2ccccc2C1=O)NC(=S)Nc1cccc(Cl)c1
→ 1%	1.5%	-5%	i	-5.3	-23%	-12%	3%	18%
CCOC(=O)c1nnsc1N
→ -1%	-0.2%	-21%	i	2.5	-5%	19%	1%	11%
NS(=O)(=O)c1ccc(CCNCC(=O)N2CCC(Cc3ccccc3)CC2)cc1
→ -5%	0.1%	?	i	-0.7	?	-3%	-29%	?
CCCCC1CCC(C(=O)OCC(=O)N(CCOC)c2c(N)n(Cc3ccccc3)c(=O)[nH]c2=O)CC1 (centres undefined)
→ 0%	-0.2%	-17%	i	-0.3	6%	-2%	-5%	-6%
CCn1nc(C)cc1C(=O)N1CCCC(C(=O)c2ccc(Oc3ccccc3)cc2)C1 (centres undefined)
→ -1%	-0.3%	-41%	i	-1.8	?	-33%	-1%	27%
CCC(Oc1ccccc1)C(=O)Nc1ccccc1C(=O)N1CCOCC1 (centres undefined)
→ -2%	-0.4%	6%	i	-5.1	-7%	-5%	-4%	8%
